Assay outcomes deposited in PubChem by several laboratories.
PhoP inhibition: inhibitors of PhoP regulon expression, primary screen, Salmonella Typhimurium, GFP reporter (AID 1863); S. Typhimurium PhoP-regulated promoter GFP reporter, 4 h; higher % means a stronger effect; inhibition, % at 50 µM; hits with a dose series show IC50 in µM; hit rate 0.16% among 300,000;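 active = inhibition over 29.93%, a cutoff 3 SD above the screen mean, later confirmed by dose response; inconclusive = inhibition over 29.93% but no dose response follow-up; inactive = inhibition at most 29.93% or unconfirmed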;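 note: 0% = low Mg2+ inducing control and 100% = high Mg2+ repressing control; strong numbers were not always called active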
West Nile antiviral: West Nile virus antiviral activity, cell-based, CPE readout (AID 1621); West Nile virus-infected cells, CPE inhibition; higher % means a stronger effect; one-dose CPE inhibition, % at 10 µM; IC50 in µM for titrated hits; hit rate 0.02% among 290,000; in the data active = a potency from the dose series; inconclusive = CPE inhibition mostly from about 3.7% at the one dose, without a potency; inactive = the rest, 99 in 100 with CPE inhibition below about 2.2%; note: strong numbers were not always called active
SV40 large T antigen: SV40 large T antigen inhibitors, biochemical (AID 1903). SV40 large T antigen ATPase/helicase inhibition assay; higher % means a stronger effect. hit rate 0.39% among 310,000. one-dose inhibition, % at 20 µM; IC50 in µM for titrated hits; in the data active = a potency from the dose series; inconclusive = inhibition mostly from about 32% at the one dose, without a potency; inactive = the rest, 99 in 100 with inhibition below about 32%; note: strong numbers were not always called active
GPR35 antagonists: GPR35 antagonists blocking zaprinast-driven arrestin recruitment, primary screen, imaging, U2OS, beta-arrestin-GFP, zaprinast agonist (AID 2058) | one-dose inhibition, % at 10 µM; IC50 in µM for titrated hits | hit rate 0.052% among 290,000 | U2OS GPR35 beta-arrestin-GFP translocation imaging, zaprinast antagonism; higher % means a stronger effect;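 active = inhibition of at least 50% with at least 30 cells and total cytoplasm GFP at most 10,000,000; inconclusive = under 30 cells or total GFP of 10,000,000 plus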
RSV CPE inhibition: RSV antiviral activity via CPE protection, HEp-2 cells, primary 10 µM value included (AID 2391) | HEp-2 cells, RSV-induced CPE inhibition; higher % means a stronger effect | CPE inhibition, % at 10 µM; hits with a dose series show IC50 in µM | hit rate 0.13% among 310,000; in the data active = a potency from the dose series; inconclusive = CPE inhibition mostly from about 23% at the one dose, without a potency; inactive = the rest, 99 in 100 with CPE inhibition below about 21%; note: strong numbers were not always called active
LYP inhibition: inhibitors of LYP phosphatase, biochemical, fluorescence intensity, uHTS (AID 1779); hit rate 0.054% among 290,000; recombinant LYP phosphatase, fluorescence intensity; higher % means a stronger effect; one-dose inhibition, % at 11.5 µM; IC50 in µM for titrated hits; in the data active = inhibition above about 50%;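 note: plate controls were vehicle with enzyme for no effect and no enzyme for full effect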
CSM14.1 death rescue: protection against thapsigargin-triggered cell killing – 384-well, CSM14.1, ATP luminescence, primary screen (AID 1222); CSM14.1 thapsigargin-induced death rescue, ATP luminescence; higher % means a stronger effect; 190,000 tested, under 10 active; one-dose cellular ATP content (survival), % at 20 µM; EC50 in µM for titrated hits;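 active = EC50 below 50 µM in the dose-response confirmation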;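 note: death triggered by thapsigargin at about 15 µM added after 2 h compound pretreatment; cell ATP read after overnight thapsigargin exposure of roughly 18 to 22 hours; normalized against plate controls of thapsigargin alone and 5% DMSO vehicle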
NS5 inhibitors: Dengue-2 NS5 methyltransferase inhibitors, primary screen, biochemical, confirmation dose response (AID 588689); Dengue-2 NS5 methyltransferase capping enzyme assay, biochemical; higher % means a stronger effect; inhibition, % at 25 µM, or IC50 in µM where a hit was titrated; hit rate 0.3% among 340,000; in the data active = a potency from the dose series; inconclusive = inhibition above about 29% without an active follow-up result
Rac1 GTP hydrolysis: MgcRacGAP GTPase-activating activity inhibitors, confirmation, biochemical, ADP Hunter fluorescence. hit rate 0.6% among 340,000. one-dose inhibition, % at 30 µM; IC50 in µM for titrated hits. AID 624330. MgcRacGAP-stimulated Rac1 GTP hydrolysis, ADP Hunter fluorescence; higher % means a stronger effect; GST-tagged Rac1 F28L mutant substrate;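 active = first-screen hits whose inhibition reached a set limit at any dose in the follow-up dose series; inconclusive = inhibition above the set first-screen limit but never retested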;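 note: fluorescence reports GDP produced by GAP-driven GTP hydrolysis; strong numbers were not always called active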
NS5 inhibitors pilot replicate: further read-out of NS5 inhibitors, marked with its call; inhibition, %; measured here: pilot screen replicate inhibition
Active calls of the source: *; ? = inconclusive; / = not tested or not shown.

SMILES	PhoP inhibition	West Nile antiviral	SV40 large T antigen	GPR35 antagonists	RSV CPE inhibition	LYP inhibition	CSM14.1 death rescue	NS5 inhibitors	Rac1 GTP hydrolysis	others
O=C(Nc1nccs1)c1ccc(S(=O)(=O)N2CCCCC2)cc1	7%	1.0%	2%	-14%	0.9%	3%	1.5%	-7%	1%
Cc1ccc(NC2=C(Cl)C(=O)OC2OC(=O)c2ccc(C)cc2)cc1 (centres undefined)	-3%	-0.5%	2%	-3%	2.5%	-5%	0.0%	-7%	7%
Cn1cnnc1SCC(=O)Nc1ccc(F)cc1	10%	0.1%	12%	0%	-0.3%	-4%	/	-3%	5%
O=C(CN1C(=O)c2ccccc2C1=O)Nc1cccc([N+](=O)[O-])c1	4%	1.0%	-7%	3%	0.8%	-2%	1.8%	6%	16%
O=C(Oc1ccc(N(Cc2cccs2)C2=NS(=O)(=O)c3ccccc32)cc1)c1ccccc1	-4%	0.0%	4%	1%	?	4%	0.2%	3%	4%
Cc1ccc(S(=O)(=O)NNC(=O)Cc2cccn2C)cc1	1%	0.3%	11%	5%	0.7%	1%	-1.0%	-5%	3%
CC(C)(C)N1C(=O)[C@H]2[C@@H](c3ccc(Br)cc3)N3C(=O)N(c4cccc(F)c4)C(=O)[C@@]3(C)[C@H]2C1=O	-7%	/	8%	/	4.8%	/	/	-2%	4%
O=C(CN1C(=O)S/C(=C\c2ccccc2)C1=O)NCCCn1ccnc1	-9%	-0.4%	12%	5%	-0.7%	-12%	/	-3%	17%
O=C(NC(=S)Nc1ccc(-c2nc3ncccc3o2)cc1)c1ccccc1F	5%	-1.1%	21%	-11%	0.9%	4%	2.2%	-8%	8%
CC(C)C[C@H]1CN=C(N(C)C)N1CC1CCCC1	/	/	12%	/	1.8%	/	/	-3%	6%
CCCCc1ccc(C2C3=C(CC(C)(C)CC3=O)NC3=C2C(=O)c2ccccc23)cc1 (centres undefined)	8%	-1.6%	9%	4%	?	13%	-1.8%	-1%	5%
O=C(Nc1cccn(Cc2c(Cl)cccc2Cl)c1=O)c1ccccc1Cl	15%	-0.3%	10%	-6%	6.8%	0%	-0.1%	4%	-9%

Reprinted from the part before: 3 entries, then new ones.
SMILES	PhoP inhibition	West Nile antiviral	SV40 large T antigen	GPR35 antagonists	RSV CPE inhibition	LYP inhibition	CSM14.1 death rescue	NS5 inhibitors	Rac1 GTP hydrolysis	others
CC(C)C[C@H]1CN=C(N(C)C)N1CC1CCCC1	/	/	12%	/	1.8%	/	/	-3%	6%
CCCCc1ccc(C2C3=C(CC(C)(C)CC3=O)NC3=C2C(=O)c2ccccc23)cc1 (centres undefined)	8%	-1.6%	9%	4%	?	13%	-1.8%	-1%	5%
O=C(Nc1cccn(Cc2c(Cl)cccc2Cl)c1=O)c1ccccc1Cl	15%	-0.3%	10%	-6%	6.8%	0%	-0.1%	4%	-9%
CCCCn1c(SCC(=O)N(C)C2CCS(=O)(=O)C2)nc2cc(S(N)(=O)=O)ccc21 (centres undefined)	10%	0.5%	10%	-8%	1.1%	-4%	/	-9%	2%
NC(=O)C1CCN(C(=O)c2cc(S(=O)(=O)N3CCOCC3)ccc2Cl)CC1	7%	-0.4%	-3%	-4%	-1.8%	-1%	-1.4%	7%	-5%
Cc1ccc(C(=O)C2=C(O)C(=O)N(Cc3cccnc3)C2c2ccc(Br)cc2)o1 (centres undefined)	10%	-1.0%	26%	2%	3.3%	-6%	/	-4%	6%
O=C(c1ccccc1)N1CCCOC1c1ccccc1 (centres undefined)	7%	0.2%	1%	-14%	1.1%	-8%	0.2%	-3%	4%
Cc1cc(C)cc(N(CC(=O)O)S(=O)(=O)c2c(C)noc2C)c1	-8%	-0.6%	4%	-9%	-0.8%	-3%	3.8%	-1%	5%
CCn1c(COc2ccccc2C)nnc1SCC(=O)NCc1ccccc1	1%	0.6%	1%	-5%	0.9%	4%	2.9%	-6%	7%
O=C(CN1CCOCC1)Nc1ncc(Cc2cccc3ccccc23)s1	11%	-1.1%	7%	4%	12%	-3%	1.7%	-2%	4%
CCC1CCCCN1Cc1nc2c(c(=O)n(C)c(=O)n2C)n1CCCc1ccccc1 (centres undefined)	/	0.3%	11%	-8%	-0.2%	-1%	-2.1%	-1%	1%
COc1ccc(OC)c(NC(=O)CCCN2C(=S)NC(C)(C)CC2C)c1 (centres undefined)	-8%	-1.3%	2%	-2%	0.5%	-8%	3.3%	6%	6%
Cc1ccn2c(-c3n[nH]c(=S)n3C)c(C)nc2c1	-20%	-0.7%	10%	12%	2.5%	-3%	0.3%	-3%	6%
C=CCNC(=O)c1ccc(-c2nc(-c3ccc(Cl)cc3Cl)cs2)cc1	0%	76%	2%	4%	3.0%	2%	-2.0%	-1%	4%	NS5 inhibitors pilot replicate=0.6
CC(=O)c1ccc(-n2c(-c3cc(-c4ccsc4)n[nH]3)n[nH]c2=S)cc1	-11%	-0.3%	13%	-4%	1.0%	-2%	/	1%	12%
COc1ccc2c(-c3cccnc3)cc(=O)[nH]c2c1	3%	0.3%	4%	3%	0.6%	-2%	-3.4%	-2%	9%
COc1ccccc1OCCC(=O)Nc1nc(C)cs1	-1%	0.0%	9%	-2%	-0.1%	-5%	/	-9%	-1%
O=C(O)c1ccccc1OCC1CCCO1 (centres undefined)	-8%	0.4%	7%	7%	-0.4%	-4%	/	2%	6%
Cn1c(=O)n(C)c2cc(NC(=O)CSc3nc4ccccc4c(=O)[nH]3)ccc21	1%	0.1%	0%	17%	1.9%	-6%	/	-3%	8%
CCc1ccccc1NC(=O)C(C)n1nc([N+](=O)[O-])c(Br)c1C (centres undefined)	-3%	-0.3%	5%	7%	8.1%	-10%	-1.6%	-7%	2%
CCC(=O)Oc1ccc2c(c1)OC1(OC(C)=O)OC(C)CC1=C2C (centres undefined)	-4%	0.4%	17%	13%	5.7%	-2%	/	-12%	8%
CC1CN(C(=O)C(C)Sc2nnnn2C)CC(C)O1 (centres undefined)	-3%	0.5%	14%	-5%	1.1%	-7%	-5.6%	-2%	7%
CCC(=O)Nc1c(-c2ccc(Cl)cc2)c(=O)c2ccccc2n1C	14%	-0.4%	-12%	9%	1.5%	-10%	/	-9%	0%
Cc1c(Nc2ccc3nonc3c2[N+](=O)[O-])c(=O)n(-c2ccccc2)n1C	1%	0.0%	23%	0%	0.0%	-8%	-0.3%	-4%	-3%
O=C(Cn1nc(-c2ccc(F)cc2)ccc1=O)Nc1ccc(C(=O)NC2CC2)cc1	11%	1.8%	-3%	2%	3.2%	-2%	3.4%	-3%	10%
CCOC(=O)C1CCN(c2ncnc3c(C)csc23)CC1	5%	0.2%	17%	2%	2.3%	-5%	/	5%	-5%
COc1cccc2cc(C(=O)NCc3ccco3)c(=O)oc12	13%	-0.3%	14%	8%	1.7%	-3%	-0.8%	-1%	7%

Gathered by group, the entries above containing an aryl methoxy group (4)
SMILES	PhoP inhibition	West Nile antiviral	SV40 large T antigen	GPR35 antagonists	RSV CPE inhibition	LYP inhibition	CSM14.1 death rescue	NS5 inhibitors	Rac1 GTP hydrolysis	others
COc1ccc(OC)c(NC(=O)CCCN2C(=S)NC(C)(C)CC2C)c1 (centres undefined)	-8%	-1.3%	2%	-2%	0.5%	-8%	3.3%	6%	6%
COc1ccc2c(-c3cccnc3)cc(=O)[nH]c2c1	3%	0.3%	4%	3%	0.6%	-2%	-3.4%	-2%	9%
COc1ccccc1OCCC(=O)Nc1nc(C)cs1	-1%	0.0%	9%	-2%	-0.1%	-5%	/	-9%	-1%
COc1cccc2cc(C(=O)NCc3ccco3)c(=O)oc12	13%	-0.3%	14%	8%	1.7%	-3%	-0.8%	-1%	7%

Continuation.
SMILES	PhoP inhibition	West Nile antiviral	SV40 large T antigen	GPR35 antagonists	RSV CPE inhibition	LYP inhibition	CSM14.1 death rescue	NS5 inhibitors	Rac1 GTP hydrolysis	others
O=C(Nc1ccc(C(=O)O)cc1)/C(=C\c1ccc2c(c1)OCO2)NC(=O)c1ccc(Br)cc1	-2%	0.3%	20%	-13%	2.3%	5%	-1.5%	6%	2%
O=S(=O)(c1ccccc1)c1nc(NCc2ccccc2)sc1Cl	-4%	-1.8%	6%	5%	16%	-4%	19%	3%	6%
CCOCc1cc(=O)[nH]c(SC)n1	-5%	0.1%	/	14%	/	-4%	/	-3%	6%
O=C(Nc1nc2ccccc2[nH]1)C12CC3CC(CC(C3)C1)C2	14%	-0.1%	18%	0%	-0.2%	0%	-2.9%	-6%	6%
N#Cc1ccc(N2CCCNCC2)nc1	-9%	-0.4%	31%	-1%	-0.2%	-8%	/	-3%	7%
Cc1ccsc1C(=O)OCC(=O)N1CCOCC1	-5%	-0.2%	11%	-8%	1.1%	-3%	-0.7%	1%	7%
COc1ccccc1N1CCN(S(=O)(=O)c2ccc(F)cc2)CC1	-1%	0.3%	2%	-1%	-2.8%	-8%	-0.5%	-2%	9%
CC(C)C(=O)Nc1cccc(NC(=S)NC(=O)C(c2ccccc2)c2ccccc2)c1	6%	1.0%	12%	6%	6.2%	-2%	-1.1%	-5%	7%
O=C1C2C3C=CC(C3)C2C(=O)N1c1ccc(S(=O)(=O)Nc2nccs2)cc1 (centres undefined)	-14%	0.4%	5%	-13%	-1.1%	-5%	/	-2%	7%
CC(C)CC1Nc2ncnc(N3CCN(c4ccccc4)CC3)c2N(Cc2ccc(Br)cc2)C1=O (centres undefined)	1%	/	9%	/	7.5%	/	/	-6%	0%
O=C(Nc1ccccc1)C1=C(c2ccccc2)S(=O)(=O)CCS1(=O)=O	-2%	-0.2%	24%	-8%	/	5%	-1.8%	>100µM*	123µM*
CCSc1ncc(/C=N/Nc2ccc([N+](=O)[O-])cc2)n1C	-9%	0.3%	2%	0%	3.4%	4%	0.1%	-57%	9%
Cn1c(=O)[nH]c(=O)c2c1nc(NCCN)n2CCOc1ccccc1	-1%	-0.3%	1%	-2%	0.6%	-8%	/	0%	14%
S=c1[nH]nc(Cc2cccc3ccccc23)o1	33%	-0.1%	5%	2%	2.2%	-8%	-1.7%	1%	2%
O=S(=O)(NCCN1CCCC1)c1cccc2cccnc12	1%	-1.1%	16%	-5%	0.5%	-4%	0.2%	0%	-1%
O=C(COc1ncnc2scc(-c3ccc(F)cc3)c12)NCc1ccco1	2%	0.3%	26%	8%	2.1%	-4%	-1.1%	-8%	12%
O=C(COC(=O)Cn1nnc2ccccc21)Nc1ccccc1Br	-8%	0.1%	7%	2%	1.4%	2%	-1.1%	6%	11%
CC(C)C(=O)Nc1ncc(C(F)(F)F)cc1Cl	-6%	0.0%	12%	1%	0.2%	-8%	-0.5%	-3%	4%
CCOC(=O)[C@H]1[C@H]2COc3ccc(Cl)cc3[C@@H]2N2C(=O)c3cc(Br)ccc3NC(=O)[C@@]12C	/	/	2%	/	4.6%	/	/	4%	10%
